Screens: PubChem BioAssay, National Center for Advancing Translational Sciences (NCATS)
S-ASM inh: human S-ASM enzyme inhibition | hit rate 0.006% among 340,000 | Potency, µM (top dose mostly 57.5 µM), inactives show at the highest dose activity change, negative = inhibition, usual class: inhibitors | placental ASM, HMU-PC fluorogenic substrate, 60 min | P17405 | AID 504937; also: potency is read from the fitted curve at half-maximal effect
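Human placenta-derived ASM enzyme was preincubated with compound for 10 minutes at room temperature, then given fluorogenic substrate HMU-PC0 (9 uM final) for 60 minutes at 37 °C; a pH 10 stop preceded fluorescence reading at Ex 386/Em 447 nm.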
ELG1 genotoxic: inducers of genotoxicity in HEK293T ELG1-luciferase cells | HEK293T ELG1-luciferase reporter, luminescence, 16 h | Potency, µM (series often up to 46 µM), without a hit: at the highest dose activity change, positive = activation, actives largely listed as activators | hit rate 1.3% among 330,000; also: potency is read from the fitted curve at half-maximal effect; % of control where 0% means no effect; nearly all actives have a fitted effect of over 60% in size
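After overnight (16 hr) compound treatment at 37 °C, ELG1-luciferase HEK293T cells were lysed with ONE-Glo; luminescence quantified 30 min later at room temperature.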
Integrin act MD: activators of alpha7 integrin expression for muscular dystrophy. alpha7betagal myoblasts, beta-gal FDG fluorescence, 48 h. Potency, µM (titrated, usually from 38.3 µM), for the others: top-dose activation, hits mostly activators. hit rate 0.064% among 350,000. AID 624291;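 also: potency is read from the fitted curve at half-maximal effect; 100% = response of the positive control SU9516; nearly all actives have a fitted effect of over 60% in size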
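Alpha7betagal+/- myoblasts (passage 13) were plated 16-24 hr, then exposed to compounds (1:260 dilution of DMSO stock) for 48 hours at 37C. After MPER lysis, β-galactosidase reporter activity was read as FDG fluorescence (ex 480/em 540) after 30 minutes.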
Eya2 phos inh: blocks the phosphatase activity of human Eya2. O00167. recombinant Eya2, OMFP fluorescence dephosphorylation (OMFP is methylfluorescein phosphate). Potency, µM (titrated, usually from 76.9 µM), for inactives: at the highest dose activity, negative = inhibition, usual class: inhibitors. hit rate 0.006% among 330,000. AID 488837; also: potency is read from the fitted curve at half-maximal effect; % is scaled to controls: 0 for no effect and ±100 for the full control effect
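Eya2 (0.2 uM) preincubated 10 min at ambient with compound, then OMFP substrate added at 50 uM; 10 min reaction in 50 mM HEPES pH 7.5, 50 mM NaCl, 5 uM MgCl2, 0.05% BSA, 1 mM DTT. Fluorescence read at Ex 485/Em 525 nm.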
uPA surface inh: cell surface uPA generation inhibition; Potency, µM (highest dose often 38.3 µM), for inactives: at the highest dose activity change, negative = inhibition, actives largely listed as inhibitors; cell surface uPA generation assay, qHTS; hit rate 0.31% among 330,000; AID 540303; active = well fitted inhibition curve with a large enough effect; inconclusive = small, poorly fitted or top-dose-only effect; inactive = no such curve, though single readings can be large or run the other way; tested in mouse RAW 264.7 cells; also: potency is read from the fitted curve at half-maximal effect; % is scaled to controls: 0 for no effect and ±100 for the full control effect; nearly all actives have a fitted effect of over 55% in size
USP2a block: inhibitors of human ubiquitin-specific protease USP2a; O75604; USP2 core, Ub-CHOP2 coupled fluorogenic reporter, 485/531; Potency, µM (highest dose often 38.3 µM), for the others: at the top dose activity change, negative = inhibition, hits mostly inhibitors; hit rate 0.01% among 330,000; AID 463254;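 also: potency is read from the fitted curve at half-maximal effect; plate controls were DMSO wells for no effect and full inhibition by NEM control for full effect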
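Deubiquitinase activity read as fluorescence (485/531 nm) after Ub-CHOP2 cleavage activates the enterokinase reporter on its substrate; USP2 core 10nM, Ub-CHOP2 and substrate 25nM each, 30min compound preincubation then 60min RT; data normalized to NEM, curves fitted.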
BRCA1 expr up: activators of BRCA1 expression; MCF7-BRCA1-FFLuc reporter, luminescence, 48 h; response scale: scaled: vehicle 0%, 10 µM genistein 100%; Potency, µM (series often up to 46.1 µM), inactives show at the top dose activation, hits mostly activators; hit rate 1.1% among 380,000; AID 624202; also: potency is read from the fitted curve at half-maximal effect; nearly all actives have a fitted effect of over 80% in size; some results filed as inactive show a strong effect at the top dose
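Cells: MCF7-BRCA1-FFLuc, 2000/well. Exposure: 48 h, 37 °C, 5% CO2. Read: luminescence, 15 min post-substrate. Controls: genistein 10 microM (maximal activation), DMSO (neutral).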
p53 reactivation: re-activators of mutant p53; Potency, µM (highest dose often 92.2 µM), inactives show at the highest dose activity change, positive = activation, actives largely listed as activators; H1299 p53-A138V BP100-luciferase reporter, luminescence, 24 h; hit rate 0.063% among 320,000; AID 504706; also: potency is read from the fitted curve at half-maximal effect; % of control where 0% means no effect; nearly all actives have a fitted effect of over 45% in size
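H1299 (p53-null), stable ts p53-A138V + BP100-Luc; 1000 cells/well, Opti-MEM/10% FBS; cpd 4 pt, 1:5; 24 h, 37 deg C, 5% CO2; detection reagent 10 min RT; luminescence.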
TSG101-PTAP inh: blocks PTAP/TSG101 interaction to inhibit HIV-1 budding | Q99816 | Fluorescence polarization, FITC-PTAP peptide / Tsg101 binding | Potency, µM (highest dose often 115 µM), for inactives: top-dose activity change, negative = inhibition, hits mostly inhibitors | 340,000 tested, under 10 active; active = well fitted inhibition curve with a large enough effect in the main read-out, with a control signal flat, not every such curve was filed as active; inconclusive = small, poorly fitted or top-dose-only effect, or effect the other way, or a change in a side signal; inactive = no such curve, though single readings can be large or run the other way; also: potency is read from the fitted curve at half-maximal effect; % of control where 0% means no effect
Target sequence (Q99816 whole entry, looked up): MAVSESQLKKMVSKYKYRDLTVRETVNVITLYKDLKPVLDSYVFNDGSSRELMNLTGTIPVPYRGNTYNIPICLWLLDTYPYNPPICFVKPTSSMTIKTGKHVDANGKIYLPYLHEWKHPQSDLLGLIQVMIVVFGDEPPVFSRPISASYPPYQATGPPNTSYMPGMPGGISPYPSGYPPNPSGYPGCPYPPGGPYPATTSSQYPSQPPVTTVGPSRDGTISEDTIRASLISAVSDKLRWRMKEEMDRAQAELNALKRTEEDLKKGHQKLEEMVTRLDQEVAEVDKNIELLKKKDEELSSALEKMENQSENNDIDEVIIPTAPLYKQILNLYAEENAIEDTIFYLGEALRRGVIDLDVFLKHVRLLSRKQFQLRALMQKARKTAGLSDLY
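Fluorescence anisotropy tracks displacement of a FITC-tagged PTAP peptide (50 nM) from the Tsg101 binding domain (10 uM), following a 20 min room-temperature incubation at pH 7.5.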
B2AR arrestin: beta2AR (human) beta-arrestin recruitment activity; P07550; beta-arrestin recruitment to beta2AR, cell-based reporter; Potency, µM (titrated, usually from 46.1 µM), inactives show at the top dose activation, hits mostly activators; hit rate 0.02% among 330,000;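 also: potency is read from the fitted curve at half-maximal effect; 0% = DMSO controls and full agonism = EC100 isoproterenol or metaproterenol; nearly all actives have a fitted effect of over 65% in size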
Target sequence (P07550 whole entry, looked up): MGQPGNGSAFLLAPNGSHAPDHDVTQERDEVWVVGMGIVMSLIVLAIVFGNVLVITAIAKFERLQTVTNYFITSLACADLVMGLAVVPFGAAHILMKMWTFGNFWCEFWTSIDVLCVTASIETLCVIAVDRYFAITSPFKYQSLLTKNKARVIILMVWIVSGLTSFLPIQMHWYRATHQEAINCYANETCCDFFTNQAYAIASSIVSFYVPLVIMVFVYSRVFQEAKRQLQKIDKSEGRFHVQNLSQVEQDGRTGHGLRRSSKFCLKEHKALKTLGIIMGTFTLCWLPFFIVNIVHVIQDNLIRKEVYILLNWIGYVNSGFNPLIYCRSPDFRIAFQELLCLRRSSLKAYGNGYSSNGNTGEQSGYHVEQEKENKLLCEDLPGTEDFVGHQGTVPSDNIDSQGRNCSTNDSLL
TRPV1 agonist: activates the human vanilloid receptor TRPV1; activation, % at 8.33 µM; hit rate 0.19% among 320,000; Q8NER1; TRPV1-expressing cells, Fluo-8 calcium influx, agonist mode; in the data active = activation above about 80%; inconclusive = between about 30% and that limit; also: 0% is about no effect
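Fluo-8 calcium influx in TRPV1-expressing cells, kinetic read (ex 480/em 520 nm). Compound added and read 3 min for agonist activity, followed by capsaicin at EC20 final and 2 min further read for enhancement.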
* marks the source's active call; other numbers are inactive results; ? = inconclusive; / = no result given; & = joins results of further samples; [ ] = another dose, or the depositor's remark. Unless noted, calls follow the shape of the dose curve; as a rule, active = well fitted curve in the direction sought with a large enough effect; inconclusive = small, poorly fitted or top-dose-only effect, or another doubt; inactive = no such curve, though single readings can be large; an effect the other way counts as inactive or inconclusive. No enrichment for hits; 2.6% or so of the library scored in one or more.

canonical_smiles	Integrin act MD	Eya2 phos inh	USP2a block	p53 reactivation	BRCA1 expr up	TRPV1 agonist	ELG1 genotoxic	S-ASM inh	uPA surface inh	TSG101-PTAP inh	B2AR arrestin
Cc1ccc(OCc2nnc(NC(=O)OCC(C)C)s2)cc1	-9%	-18%	2%	5%	-29%	0	7%	1%	-2%	-2%	-0.1%
OCCCc1nc2n(n1)C(c1cccs1)C=C(c1ccccc1)N2 (stereo not drawn)	/	?	?	-3%	/	21	1%	/	/	/	0.1%
N#CC1=C(N2CCCCC2)c2cc3c(n2C1=O)CCCC3	4%	7%	1%	-9%	-26%	?	-1%	-8%	3%	-2%	0.4%
Cn1cc(CN2CCC(n3nccc3NC(=O)C3CCCC3)CC2)cn1	9%	2%	-3%	5%	2%	0	1%	2%	-6%	/	0.1%
O=C(CC1C(=O)NCCN1C1CCCC1)NCc1cccc(OC(F)(F)F)c1 (stereo not drawn)	4%	7%	1%	11%	-3%	1	-5%	4%	-3%	0%	5.1%
CSc1ncc(C(=O)Nc2cccc(Cl)c2)c(C)n1	15%	-17%	2%	1%	-13%	?	1%	8%	3%	-2%	-0.5%
O=C(O)CNC(=O)CC12CC3CC(CC(C3)C1)C2	3%	-6%	2%	-1%	-7%	0	-1%	0%	0%	0%	0.0%
CC(=O)Nc1ccc(NC(=O)C(C)OC(=O)CNS(=O)(=O)/C=C/c2ccc(C)cc2)cc1 (stereo not drawn)	17%	-22%	2%	7%	-1%	-2	-5%	0%	5%	1%	0.0%
CCCc1c(C(=O)N/N=C/C(C)=C/c2ccccc2)nnn1-c1nonc1N	5%	-2%	3%	-5%	56%	-2	7%	0%	-2%	1%	0.2%
CCC1(C)Cc2c(sc3nnn(CC(=O)Nc4ccc(Cl)cc4)c(=O)c23)CO1 (stereo not drawn)	4%	-30%	-4%	-12%	-43%	21	-6%	-17%	/	4%	-0.4%
CCN(Cc1nc(-c2cccc(C)c2)no1)C(=O)c1ccco1	-11%	-6%	-1%	22%	64%	4	8%	5%	-1%	-2%	0.3%
O=C(NC1CCCCC1)c1cc(Cl)nc2ccccc12	-11%	2%	0%	8%	-16%	0	0%	-3%	2%	-1%	-0.6%
CCn1c(COc2ccccc2)nnc1SCC(=O)Nc1ccc(N2CCOCC2)cc1	-35%	8%	0%	0%	29%	2	7%	-1%	3%	-16%	-0.3%
CCOC(=O)N1CCN(C(=O)c2cnsn2)CC1	14%	-1%	2%	-3%	3%	-1	0%	5%	7%	-7%	0.4%
CC(=O)C(C(C)=O)c1c(Cl)c(O)c(O)c2c(C(=O)c3ccccc3)coc12	-59%[inhibitor]	14%[15.4 µM]	-1%	25%	-72%	0	-1%	6%	-12%	-8%	0.0%
CC(O)c1nc2ccccc2n1Cc1nnc(-c2ccc(Cl)cc2)o1 (stereo not drawn)	7%	-10%	0%	10%	70%	16	11%	-3%	2%	-8%	0.3%
c1cncc(-c2cn(C[C@H]3CC[C@H](Cn4cc(-c5cccnc5)nn4)O3)nn2)c1	0%	1%	2%	1%	12%	/	3%	1%	3%	-2%	-0.7%
C[C@H]1[C@H]2c3nc4ccccc4n3C[C@H]1ON2C1CCCCC1	-23%	4%	0%	7%	6%	?	2%	5%	-1%	0%	0.5%
CN(C)CCNc1nc2c(c(=O)[nH]c(=O)n2C)n1CC(O)COc1ccc(Cl)cc1 (stereo not drawn)	20%	-1%	-3%	1%	0%	-2	0%	1%	3%	-1%	-0.3%
COC(C[C@@H](O)C[C@H](O)COCc1ccccc1)OC	10%	0%	-11%	3%	9%	3	4%	1%	14%	-3%	0.1%
CN(C)c1ncnc2c1ncn2C1CCCCO1 (stereo not drawn)	19%	/	/	/	-1%	/	/	7%	6%	-3%	/
Cc1cccc(NC(=O)C2CC2c2ccccc2)c1C (stereo not drawn)	-17%	-19%	0%	5%	-9%	16	0%	-3%	-8%	-6%	0.1%
COc1ccc(-c2nc3cnccn3c2NC2CCCCC2)cc1-c1cccc(Cl)c1	-8%	18%	-2%	-2%	-39%&-53%	/	-2%	/	-21%	1%	-0.2%
Cc1ccccc1N1CCN(C(=S)c2ccccc2)CC1	10%	-1%	-1%	4%	-3%	0	-1%	-3%	0%	0%	-2.5%
COC(=O)c1sc2nc(C)nc(SCC(=O)N3CCC(C(=O)O)CC3)c2c1C	25%	8%	8%	3%	-1%	2	0%	5%	-4%	-3%	0.0%
COc1ccc(-c2cc(C(F)(F)F)nc(-n3cc(Br)cn3)n2)cc1	-10%	7%	5%	-4%	-1%	26	-8%	-4%	0%	-7%	-0.3%
O=C1NC(=S)N/C1=C/C=C/c1ccccc1	12%	-12%	-1%	-4%	?	-2	?	11%	-6%	3%	0.4%
COc1ccc([C@@H]2[C@@H]3C(=O)N(C(C)(C)C)C(=O)[C@@H]3[C@]3(CC(C)C)C(=O)N(c4cccc(F)c4)C(=O)N23)cc1	23%	-12%	-1%	4%	-5%	18	0%	1%	18%	-5%	-0.1%
COc1cc(OC)c(N(C)S(=O)(=O)c2cccc(C(=O)Nc3nc(C)cs3)c2)cc1Cl	-16%	11%	0%	-11%	-22%	5	-10%	-8%	8%	-6%	0.9%
Cc1cccc(C)c1NC(=O)CN1C(=O)CCSc2ccc(S(=O)(=O)N3CCCC3)cc21	13%	-1%	-1%	0%	0%	4	0%	2%	-6%	-12%	0.3%

Reprinted from the part before: two compounds; new compounds follow.
canonical_smiles	Integrin act MD	Eya2 phos inh	USP2a block	p53 reactivation	BRCA1 expr up	TRPV1 agonist	ELG1 genotoxic	S-ASM inh	uPA surface inh	TSG101-PTAP inh	B2AR arrestin
COc1cc(OC)c(N(C)S(=O)(=O)c2cccc(C(=O)Nc3nc(C)cs3)c2)cc1Cl	-16%	11%	0%	-11%	-22%	5	-10%	-8%	8%	-6%	0.9%
Cc1cccc(C)c1NC(=O)CN1C(=O)CCSc2ccc(S(=O)(=O)N3CCCC3)cc21	13%	-1%	-1%	0%	0%	4	0%	2%	-6%	-12%	0.3%
CN=C(C)/C(C(=O)OC)=C(/O)c1ccccc1F	17%	3%	-1%	-3%	0%	2	0%	4%	4%	2%	-1.1%
O=C(CCNS(=O)(=O)c1ccccc1)NNC(=O)C1COc2ccccc2O1 (stereo not drawn)	-3%	14%	2%	2%	1%	0	-1%	2%	-1%	-1%	-0.4%
COC(OC)C(C)NC(=O)NC(=O)c1ccccc1Cl (stereo not drawn)	?	1%	3%	0%	3%	1	-1%	1%	-1%	-2%	-0.9%
CC1CN(c2ccc([N+](=O)[O-])nc2)CC(C)O1 (stereo not drawn)	4%	-5%	1%	8%	12%	0	5%	-4%	3%	1%	0.0%
CCc1ccc(N2NC(=O)/C(=C/C=C/c3ccco3)C2=O)cc1	-11%	4%	0%	-4%	-2%	-3	21%	-12%	5%	-1%	-0.1%
CC(NC(=O)Cc1cccs1)C(c1cccs1)N1CCOCC1 (stereo not drawn)	-13%	0%	3%	-4%	-10%	4	1%	0%	6%	1%	-0.4%
Cc1ccc(-c2cc(Cc3ccccn3)c(=O)[nH]n2)cc1	-14%	10%	0%	-5%	-7%	-3	0%	0%	-3%	-2%	-0.1%
O=C(NCCN1CCOCC1)c1cnn2c(-c3ccccc3)cc(-c3ccccc3)nc12	19%	-3%	-1%	-13%	-38%	17	-10%	86%[activator]	/	-2%	-0.2%
CC1CC(C)(C)NC(=S)N1CCCC(=O)N1CCN(c2ccc(F)cc2)CC1 (stereo not drawn)	-7%	1%	6%	-7%	-12%	0	-2%	5%	-7%	-6%	-0.8%
CCN(C(=O)COc1ccccc1C(=O)NCc1ccccc1)C1CCS(=O)(=O)C1 (stereo not drawn)	4%	-23%	-4%	-2%	-12%	-2	-2%	4%	-1%	0%	-1.3%
CCOC(=O)C1(Cc2ccc(Cl)cc2)CCN(C(=O)CCc2ccncc2)CC1	-23%	0%	-3%	1%	-30%	?	-7%	1%	-3%	-10%	0.0%
COc1ccc(C(=O)NCC(=O)Nc2ccccc2)cc1OC	24%	5%	4%	-5%	7%	-8	2%	-1%	2%	-2%	0.0%
CCCOc1cccc(C2/C(=C(/O)c3ccc(OC)cc3)C(=O)C(=O)N2CCN(C)C)c1 (stereo not drawn)	8%	8%	0%	-3%	-6%	4	5%	-1%	-2%	-3%	-0.3%
COc1ccc(N(C2CSC2)S(=O)(=O)c2ccccc2)cc1	22%	3%	-1%	-3%	0%	3	2%	-2%	-2%	-7%	-0.9%
